# NPY-Y2 PAM-ag: human NPY-Y2 potentiation or agonism, primary screen. P49146. cells expressing NPY-Y2, potentiator/agonist read-out. activation, % at 3.6 µM. hit rate 0.45% among 220,000; in the data active = activation above about 27%;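 note: cells stimulated with NPY near EC25 plus isoproterenol at EC100; 0% = vehicle plus submaximal agonist and 100% = vehicle plus saturating agonist; some results beyond the cut were filed as inactive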
# Target sequence (P49146 whole entry, looked up): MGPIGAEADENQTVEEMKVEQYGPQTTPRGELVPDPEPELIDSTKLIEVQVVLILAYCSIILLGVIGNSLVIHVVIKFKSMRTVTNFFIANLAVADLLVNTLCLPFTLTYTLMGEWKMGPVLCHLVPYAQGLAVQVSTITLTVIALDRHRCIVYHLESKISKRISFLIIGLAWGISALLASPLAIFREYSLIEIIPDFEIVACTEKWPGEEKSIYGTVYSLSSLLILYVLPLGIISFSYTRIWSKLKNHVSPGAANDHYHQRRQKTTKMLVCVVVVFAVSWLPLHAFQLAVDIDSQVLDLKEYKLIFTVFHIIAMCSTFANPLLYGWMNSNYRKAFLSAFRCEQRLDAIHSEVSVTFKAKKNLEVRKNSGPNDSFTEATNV
# NPY Y1 blocker: antagonists of human neuropeptide Y receptor Y1; P25929; HEK293-CNG Y1 cells, membrane potential fluorescence; NPY at EC95, then isoproterenol; inhibition, % at 3.6 µM; hit rate 1% among 200,000;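 active = inhibition above the campaign mean inhibition of all tested compounds plus 3 SD, cut at about 20% in these data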;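 note: 0% = DMSO wells given NPY plus isoproterenol and 100% = isoproterenol alone without NPY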
#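 Assay system: HEK293 Y1/CNG channel cell line; Doses: single compound dose of 3.6 µM, 0.4% DMSO; Timing: dye 3 h, compound 60 min room temperature, stimulation 45 min; Technique: Membrane-potential fluorescent dye readout; Measure: % inhibition of NPY effect.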
# S1P4 antag: human S1P4 receptor antagonism; O95977; S1P4-expressing cells, antagonist mode, reporter read-out; inhibition, % at 4.98 µM; hit rate 0.26% among 220,000; AID 1510; in the data active = inhibition above about 29%;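 note: 0% = wells stimulated with agonist and 100% = vehicle wells without agonist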
# Target sequence (O95977 whole entry, looked up): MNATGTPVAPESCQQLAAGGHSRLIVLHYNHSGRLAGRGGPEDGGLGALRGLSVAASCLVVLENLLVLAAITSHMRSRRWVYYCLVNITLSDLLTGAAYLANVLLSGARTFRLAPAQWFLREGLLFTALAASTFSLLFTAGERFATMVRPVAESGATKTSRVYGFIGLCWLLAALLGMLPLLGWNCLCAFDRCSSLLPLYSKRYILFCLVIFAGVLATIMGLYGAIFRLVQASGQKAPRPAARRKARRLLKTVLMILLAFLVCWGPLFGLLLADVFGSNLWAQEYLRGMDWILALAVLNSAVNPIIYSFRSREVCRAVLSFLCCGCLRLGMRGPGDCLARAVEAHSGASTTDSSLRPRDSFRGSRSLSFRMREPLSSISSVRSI
# S1P4 ag: human S1P4 receptor agonism; hit rate 0.35% among 220,000; AID 1509; activation, % at 4.98 µM; S1P4-expressing cell line, agonist reporter assay; O95977; in the data active = activation above about 11%;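 note: 0% = DMSO vehicle and 100% = reference agonist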
# NPY1 pot ag: human NPY-Y1 potentiation or agonism, primary screen; activation, % at 3.6 µM; hit rate 0.37% among 220,000; AID 1304; P25929; NPY-Y1 expressing cells, potentiator/agonist activation; in the data active = activation above about 33%, passing the limit was not always enough;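 note: cells stimulated with NPY at EC10 then isoproterenol at EC100; 0% = low agonist plus stimulus and 100% = saturating agonist plus stimulus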
# BaF3 parental: reduces parental Ba/F3 cell viability, JAK2V617F counter-screen | CellTiter-Glo ATP luminescence | inhibition, % at 5.6 µM | hit rate 1.1% among 220,000;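 active = inhibition above a per-campaign cutoff, the mean inhibition of all tested compounds plus 3 SD, cut at about 27% in these data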;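 note: 0% = DMSO wells and 100% = JAK Inhibitor I control wells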
# Runt-CBFb FRET: blocks binding of human RUNX1 Runt domain to CBFb; Cerulean-Runt/Venus-CBFb FRET ratio 530/480, 1 h; inhibition, % at 20 µM; hit rate 0.46% among 220,000;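 active = inhibition over about 50% at 20 µM in the single-dose screen, limit read from the data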;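 note: 0% = DMSO wells and 100% = excess unlabeled CBFb competitor control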
#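 Assay system: Cerulean-Runt domain fusion protein, energy donor; Signal: fluorescence energy transfer, 422 nm excitation, 530/480 nm emission; Timing: 1 h compound exposure, room temperature; Control set: unlabeled CBFb; Medium: Tris buffer pH 7.5 with salts and BSA; Compound: single test concentration of 20 µM, 1% DMSO final; Probe or stimulus: Venus-CBFb 100 nM.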
# Ba/F3 V617F tox: lowers viability of Ba/F3 cells expressing EpoR and JAK2V617F | ATP luminescence | inhibition, % at 5.6 µM | hit rate 1.1% among 220,000 | AID 1446;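 active = inhibition above the campaign mean plus 3 SD over all tested compounds, cut at about 24% in these data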;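 note: cytokine-independent growth of Ba/F3 cells driven by EpoR plus mutant JAK2; 0% = DMSO-treated cells and 100% = JAK inhibitor I control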
# RBBP9 inhibitor: human RBBP9 hydrolase inhibition; hit rate 0.2% among 220,000; inhibition, % at 7.94 µM; recombinant RBBP9, FP-Rh probe fluorescence polarization; AID 1515; O75884;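 active = inhibition above the campaign mean of all tested compounds plus 3 SD, cut at about 14% in these data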;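 note: plate controls were DMSO wells with RBBP9 for no effect and wells lacking RBBP9 protein for full effect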
# Target sequence (O75884 whole entry, looked up): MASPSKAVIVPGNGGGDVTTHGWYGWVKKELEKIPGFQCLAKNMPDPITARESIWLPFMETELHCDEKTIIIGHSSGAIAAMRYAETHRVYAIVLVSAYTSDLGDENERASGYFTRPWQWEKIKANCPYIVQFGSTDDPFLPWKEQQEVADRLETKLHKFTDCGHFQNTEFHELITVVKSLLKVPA
#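 System: RBBP9 protein / Quantity: 2.5 µM RBBP9 dispensing solution, before mixing / Also added: Serine-hydrolase probe FP-Rh, 375 nM pre-mixing / Dosing: 7.94 µM single dose, 0.794% DMSO / Timing: enzyme-compound preincubation 30 min, then probe labeling 45 min, 25 °C / Signal: FP readout at 525/598 nm / Controls: DMSO-treated enzyme wells and wells lacking RBBP9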
# Starred values were filed as active, the others as inactive; . = not tested or not shown.
SMILES,NPY-Y2 PAM-ag,NPY Y1 blocker,S1P4 antag,S1P4 ag,NPY1 pot ag,BaF3 parental,Runt-CBFb FRET,Ba/F3 V617F tox,RBBP9 inhibitor
Cc1c(Cc2ccc3c(c2)OCO3)sc(NC(=O)c2cccc3ccccc23)c1C(N)=O,11,-4,-10,2.8,5,7,46,-2,0
Cc1cccc(C)c1NC(=O)COC(=O)COc1ccc2c(C)cc(=O)oc2c1,14,6,-1,1.1,15,3,1,0,-8
Cc1cs/c(=N/C(=S)Nc2ccccc2)n1C,4,4,-22,-0.8,3,5,0,0,-4
NC(=O)C1CCN(CC(=O)N2c3ccccc3CCc3ccccc32)CC1,4,-3,-24,-1.8,-3,3,0,-1,-4
CCCCCC1(C(=O)OCC)CC(CSC(=N)N)OC1=O (configuration not stated),-5,5,-2,0.9,3,6,-1,2,-11
COc1ccc(-c2nc(=S)c3c([nH]2)Oc2ccc(C)cc2C3)cc1O,2,4,-34,0.5,-7,5,0,4,-14
Nn1c(SCC(=O)NC2CCCC2)nnc1-c1ccccc1F,2,-2,-2,-0.6,-1,-1,2,-1,2
CC(C)C(=O)OCc1cn(-c2ccc(Cl)c(Cl)c2)nn1,-3,0,-26,-0.2,-1,4,-3,0,-3
CC1=NN(c2nc(-c3ccc(C)cc3)cs2)C(=O)C1N=Nc1ccc(C(N)=O)cc1 (configuration not stated),9,-1,19,-1.5,8,3,-3,-5,-5
CCCS(=O)(=O)c1nc(S(=O)(=O)c2ccc(C)cc2)c(NCc2ccc3c(c2)OCO3)s1,-7,4,-18,3.5,-21,8,2,-1,-3

# Four entries already listed, ordered by heavy-atom count, falling.
SMILES,NPY-Y2 PAM-ag,NPY Y1 blocker,S1P4 antag,S1P4 ag,NPY1 pot ag,BaF3 parental,Runt-CBFb FRET,Ba/F3 V617F tox,RBBP9 inhibitor
CCCS(=O)(=O)c1nc(S(=O)(=O)c2ccc(C)cc2)c(NCc2ccc3c(c2)OCO3)s1,-7,4,-18,3.5,-21,8,2,-1,-3
Nn1c(SCC(=O)NC2CCCC2)nnc1-c1ccccc1F,2,-2,-2,-0.6,-1,-1,2,-1,2
CC(C)C(=O)OCc1cn(-c2ccc(Cl)c(Cl)c2)nn1,-3,0,-26,-0.2,-1,4,-3,0,-3
Cc1cs/c(=N/C(=S)Nc2ccccc2)n1C,4,4,-22,-0.8,3,5,0,0,-4

# (more compounds)
SMILES,NPY-Y2 PAM-ag,NPY Y1 blocker,S1P4 antag,S1P4 ag,NPY1 pot ag,BaF3 parental,Runt-CBFb FRET,Ba/F3 V617F tox,RBBP9 inhibitor
CC(C)C(=O)Nc1c2c(nc3c1CCC3)CCCC2,18,-2,9,1.5,-20,10,-2,1,-8
Cc1ccc(-c2noc(=O)n2CC(=O)c2ccc(Cl)cc2)cc1,0,1,-15,0.8,-17,2,0,-3,-3
Cc1ccccc1S(=O)(=O)Cc1ccc(C(=O)NCCN2CCCCC2C)o1 (configuration not stated),11,7,-23,-1.0,14,6,4,0,-3
CC(C)(C)C(=O)Nc1nc2ccc(S(C)(=O)=O)cc2s1,-4,-5,13,-0.9,11,3,1,-3,-3
COc1cc(C(C)=O)ccc1OC(=O)C(C)N1C(=O)c2ccccc2C1=O (configuration not stated),-22,3,0,0.4,12,3,1,-3,-1
CCC(C)NC(=O)C1c2ccccc2C(=O)N1Cc1cc(OC)ccc1OC (configuration not stated),10,14,5,-2.6,6,2,-2,1,-5
COc1ccc(OC)c(NC(=O)CSc2nc3ccccc3c3nc4ccccc4n23)c1,-10,-1,-2,-0.3,-25,5,-2,2,-6
S=c1[nH]nc(CN2CCCCC2)n1-c1ccc(Cl)cc1,10,-2,-13,-1.4,3,7,10,1,-6
O=C(O)c1ccccc1-c1ccccc1C(=O)Nc1nc2ccccc2s1,-7,.,-5,0.6,2,0,-4,0,-7
CCN1CCN(c2ccc([N+](=O)[O-])cc2S(=O)(=O)N2CCOCC2)CC1,-10,0,-13,-1.3,10,10,-1,3,3
CC(C)(C)c1ccc(OCC(=O)Nc2ccc(-c3nc4cccnc4o3)cc2)cc1,-13,1,-4,1.7,-21,4,-2,-2,-6
CSc1nc(C)cc(Oc2ccc(=O)[nH]n2)n1,21,-1,3,-0.8,9,5,0,-3,-6
CCc1ccc(-n2c(C)nc3cc(C(=O)NCc4cccnc4)ccc32)cc1,16,11,15,0.8,12,7,-2,1,-1
O=C(NCCC1=CCCCC1)C1CCN(C(=O)Cc2ccccc2)CC1,-1,6,0,-0.5,13,10,1,1,-2
C=CCCCCc1nc2ccccc2c(=O)n1N,10,2,-10,0.6,-24,2,-1,-1,-11
COCCN1C(=O)N[C@@H](c2ccco2)C(C(C)=O)=C1C,12,-2,-5,2.7,-15,4,-1,-2,-10
O=C(Nc1ccc(N2CCCC2)cc1)c1cccc(-c2cc3ccccc3oc2=O)c1,15,-1,-5,0.0,2,7,11,2,2
Nc1ccccc1SC1CC(=O)N(c2ccc3c(c2)OCO3)C1=O (configuration not stated),-10,.,-2,0.3,-4,3,4,4,-9
CC(C)N(C)C(=O)C(=O)c1cccn1-c1cccc(Cl)c1C#N,7,2,-20,0.7,5,6,-1,1,3
CCC(CC)C(=O)N1c2ccc(F)cc2CCC1C (configuration not stated),17,3,-10,1.0,10,0,-1,-1,-8
O=C(Cc1ccccc1)NCC(=O)OCC(=O)c1cccc([N+](=O)[O-])c1,9,1,-1,-2.9,35,1,2,-3,3
COc1ccc(CCNC(=O)CSc2nn(-c3ccccc3)c(=S)s2)cc1OC,3,-1,-32,5.6,-17,3,0,1,-7
O=C(O)c1cc2c(s1)CCCC2,2,2,2,1.1,2,6,0,3,-1
CC(CNC(=O)c1ccc(-c2ccccc2)cc1)CN(C)C (configuration not stated),-46,2,0,0.0,-9,0,-2,-2,1
COc1cc(NC(=S)N(C)C)c(OC)cc1Cl,15,.,-1,2.2,14,-2,0,-2,-2
CCc1cc(=O)oc2c(C)c(O)c(CN(C)C)cc12,3,5,-7,5.6,20,1,-43,-5,-11
CCC1CCCCN1C(=O)Nc1cccc(NC(=O)N2CCCCC2CC)c1 (configuration not stated),21,-2,-18,2.0,0,2,5,-4,-4
COCCN(C(=O)CN1CCCc2ccccc21)c1c(N)n(Cc2ccccc2)c(=O)[nH]c1=O,-4,5,-14,0.4,-7,3,-7,-4,-6
COc1ccc(CSc2nc(C)cc(=O)[nH]2)cc1,-14,-4,-18,0.9,-6,2,1,-2,-11
CN(C)c1ccc(C=NCC2COc3ccccc3O2)cc1 (configuration not stated),3,0,-9,0.0,-21,3,-2,0,-4
Cc1cc(C)c(C)c(S(=O)(=O)NCC(=O)NCc2ccco2)c1C,-2,-3,-9,0.4,12,6,-2,1,-7
C/C(=N\NC(=O)Cn1c(-c2ccccn2)nc2ccccc21)c1cccc(O)c1,-10,-1,-11,0.2,-29,1,-1,-1,4
CSc1cccc(NC(=O)CN2C(=O)c3ccccc3S2(=O)=O)c1,-8,4,2,1.4,-12,0,4,-2,-1
CCCN1C2CCCC1CC(NC(=S)Nc1cc(C)cc(C)c1)C2 (configuration not stated),5,-3,12,-2.5,9,1,-1,-1,1
Cc1ccc(N(C(=O)Cn2nnc(-c3ccc(C)o3)n2)C(C(=O)NC2CCCC2)c2ccco2)cc1 (configuration not stated),7,6,5,-3.2,-4,-2,0,-4,-8
COCCCNC(=O)CS(=O)Cc1nc(-c2ccccc2C)oc1C (configuration not stated),0,4,-28,-2.9,0,3,-1,-4,-2
COc1ccc(S(=O)(=O)n2ccc(-c3cnc(-c4ccccc4)s3)n2)cc1,1,3,-17,-2.3,-15,5,1,-4,-22
COc1cccc(OCc2nnc(SCC(=O)OCc3ccccc3)o2)c1,8,-3,5,-4.4,-7,1,-1,-4,-4
O=C(NCCc1ccccc1)c1cccc([N+](=O)[O-])c1,-9,7,-8,-0.4,-9,4,-1,-3,-10
Cn1nnc2cc(C(=O)NCCC3=CCCCC3)ccc21,0,-4,-8,0.3,12,-2,0,-3,2
O=C(COC(=O)CCc1ccc(S(=O)(=O)N2CCOCC2)cc1)NCc1ccccc1,3,-3,-5,-0.2,-5,2,0,-2,-6
c1cc(CNCC2CCCO2)ccn1 (configuration not stated),9,-3,-5,1.2,4,-1,-1,-2,0
O=C(OC1CCN(c2ccc([N+](=O)[O-])cc2)CC1)c1ccccc1,12,11,-1,0.9,14,2,-1,-3,-7
Cc1oc2cc3oc(=O)c4c(c3cc2c1C)CCC4,-30,-1,-7,-0.7,4,11,-2,9,-5
CCn1c(SCC(=O)NCCc2ccccc2)nc2c(c1=O)SC(C)C2 (configuration not stated),13,4,-2,-2.4,10,2,0,-3,1
O=C(NCc1ccc(Cl)cc1)c1noc2c1CCCC2,-1,0,9,-0.2,12,7,-1,0,-6
CSc1nc2n(n1)C(C)C1=C(CCCC1=O)N2 (configuration not stated),15,3,7,3.0,14,4,1,-2,-7
COc1ccc(C2c3c(-c4ccccc4O)n[nH]c3C(=O)N2Cc2ccco2)cc1 (configuration not stated),-7,.,-3,-0.1,8,3,-1,0,-8
COc1ccc(CCN=C(NS(=O)(=O)c2ccc(Cl)cc2)c2ccccc2)cc1,12,-1,-9,-0.1,-17,11,-4,1,-2
O=C(O)CC(NC(=O)c1sc2ccccc2c1Cl)c1ccc(OC2CCCC2)cc1 (configuration not stated),-19,12,-9,0.8,-13,1,-8,-2,-4
# (list continues)
SMILES,NPY-Y2 PAM-ag,NPY Y1 blocker,S1P4 antag,S1P4 ag,NPY1 pot ag,BaF3 parental,Runt-CBFb FRET,Ba/F3 V617F tox,RBBP9 inhibitor
C=CCN1C(=O)CSc2ccc(C(=O)NCCC3=CCCCC3)cc21,-2,5,-19,-0.2,-25,2,-2,-4,-3
CCN(CC)C(=O)c1ccc2c(c1)nnn2C,16,2,-6,0.7,7,3,0,-4,-2
COc1ccc(CCNC(=O)COc2ccc(S(=O)(=O)NC3CCCCC3)cc2Cl)cc1OC,11,-3,-11,3.4,13,7,-6,-3,-4
O=S(=O)(Nc1cccc2c1CCCC2)c1cccc(C(F)(F)F)c1,-2,3,-10,-0.6,-14,1,-2,-1,-8
C/C(=N/Nc1ccc([N+](=O)[O-])cc1)c1ccc(C)cc1C,26,-4,0,2.8,24,10,-18,2,-7
CCCC(=O)OCC(=O)NC1CCCc2ccccc21 (configuration not stated),-12,0,11,0.3,-1,8,-2,1,-2
CNC(=O)c1[nH]cnc1C(=O)Nc1ccccc1C,-1,3,-6,-1.1,3,6,-1,4,-5
Cc1cc(OCCN2CCCCCC2)ccc1[N+](=O)[O-],-8,1,-19,24*,-27,5,3,2,-8
NC(=O)c1ccc[n+](CC(=O)OCCC23CC4CC(CC(C4)C2)C3)c1,-3,-2,0,-0.7,-12,0,.,1,-11
CNC(=O)COc1ncnc2scc(-c3ccc(F)cc3)c12,4,-2,-2,-3.7,-14,3,-1,3,-4
COc1ccccc1Nc1nc(NCCCN(C)C)nc(N)c1[N+](=O)[O-],13,.,-11,0.0,9,4,-2,7,-9

# The order is random. About 3.6% of those tested had a hit in this group.
